Growth percent in the NCI-60 one-dose screen (48 h, 10 µM unless noted): 100 = growth as untreated, 0 = no growth, -100 = all killed.
OVCAR-5 – OVCAR-5 ovarian cancer; 82,000 tested, 2.9% active
SK-OV-3 – SK-OV-3 ovarian cancer cells; 80,000 tested, 3.2% active
NCI-H23 – NCI-H23 lung cancer; 80,000 tested, 4% active; AID 1794731
SN12C – SN12C renal cancer cells. 81,000 tested, 3.8% active. AID 1794767
IGROV1 – IGROV1 ovarian cancer; 79,000 tested, 4.7% active; AID 1794786
NCI/ADR-RES – NCI/ADR-RES ovarian cells; AID 1794790; 81,000 tested, 4.4% active
OVCAR-3 – OVCAR-3 ovarian cancer. 79,000 tested, 7% active. AID 1794787
NCI-H226 – NCI-H226 lung cancer; 79,000 tested, 3.5% active; AID 1794732
OVCAR-4 – OVCAR-4 ovarian cancer cells; 80,000 tested, 3.7% active; AID 1794784
Active calls of the source: *; · = no result given; & = joins results of further samples; [ ] = dose if it differs, or a comment. Rule for the calls: active = growth percent below 10; inactive = the rest.

Start of the listing, in advance:
SMILES	OVCAR-5	SK-OV-3	NCI-H23	SN12C	IGROV1	NCI/ADR-RES	OVCAR-3	NCI-H226	OVCAR-4
O=c1[nH]c2ccccc2c2c1C(c1ccc(Cl)cc1)c1c(ncn3nc(-c4ccco4)nc13)O2 (stereo not given)	103	112	101	98	97	100	107	104	99
O=C(Nc1ccc(C2=NCCN2)cc1)c1ccc(C(=O)Nc2ccc(C3=NCCN3)cc2)c([N+](=O)[O-])c1	97&118	114	80&98	97&102	65&111	98&105	82&108	101&106	84&98

All compounds of this part, previewed entries included:
SMILES	OVCAR-5	SK-OV-3	NCI-H23	SN12C	IGROV1	NCI/ADR-RES	OVCAR-3	NCI-H226	OVCAR-4
O=c1[nH]c2ccccc2c2c1C(c1ccc(Cl)cc1)c1c(ncn3nc(-c4ccco4)nc13)O2 (stereo not given)	103	112	101	98	97	100	107	104	99
O=C(Nc1ccc(C2=NCCN2)cc1)c1ccc(C(=O)Nc2ccc(C3=NCCN3)cc2)c([N+](=O)[O-])c1	97&118	114	80&98	97&102	65&111	98&105	82&108	101&106	84&98
Nc1[nH]c(=O)sc1N=Nc1cccc2c1C(=O)c1ccccc1C2=O	98	93	95	95	98	101	101	92	108
O=C1CCN(Cc2ccc(Cl)cc2Cl)C(=O)N1	92	111	98	98	·	102	107	109	110
Oc1ccccc1C=NCc1ccccc1	89	107	95	98	108	92	147	98	103
CC(C)NC(=S)Nc1c(N)[nH]c(=O)[nH]c1=O	114	105	120	111	·	124	66	109	107
COc1ccc(CC(=O)NCCc2ccccc2)cc1OC	82	119	93	101	86	96	98	105	96
CC(C)(C)c1ccc(C(C)(C)C)cc1	103	105	100	112	102	108	107	106	106
CCOC(=O)c1c(C)[nH]c2ccc(NS(=O)(=O)c3ccc4c(c3)CN(C(=O)C(F)(F)F)CC4)cc2c1=O	112	121	·	94	103	112	118	104	105
CCOC(=O)c1c(C)oc2ncnc(Nc3ccc(OCc4ccc(Cl)cc4)cc3)c12	100	88	95	98	·	101	117	99	104
Cc1cc(C)nc(NS(=O)(=O)c2ccc(N/C(N)=N/c3nccc(-c4ccc(Cl)cc4)n3)cc2)n1	94	84	94	107	100	102	110	95	98
CNC(=O)Oc1ccc2c(c1)[C@]1(C)CCN(C)[C@@H]1N2C	·	124	109	96	·	107	114	101	111
Cc1cc(=O)nc2sc(-c3ccc(Cl)cc3)nn12	107	107	102	102	99	102	·	97	98
N#Cc1c(-c2ccco2)nc(SCC(O)CN2CCOCC2)[nH]c1=O (stereo not given)	110	104	113	106	119	119	118	105	123
O=C(Nc1ccc(Cl)cc1)C1CCCN(C(=O)c2cccc(-c3ccco3)c2)C1 (stereo not given)	·	89	65	75	61	68	78	51	58
CCCCN(CCCC)C(=N)c1ccc(OC)c(OC)c1	85	77	87	101	92	103	101	83	90
CC1=NN(c2cccc(Cl)c2)C(=O)/C1=C\c1cn(C(=O)c2c(Cl)cccc2Cl)c2ccccc12	78	94	78	101	100	90	106	98	95
Cc1ccc(-c2ccc(SCC(=O)Nc3ccc(S(N)(=O)=O)cc3)nn2)cc1	101	114	103	98	107	100	124	101	102
CC1=N/C(=C\c2ccc(Br)cc2)C(=O)O1	101	113	100	98	102	98	102	101	100
O=S(=O)(O)c1ccc(N=Nc2ccc(N=Nc3c(S(=O)(=O)O)cc4cc(S(=O)(=O)O)cc(O)c4c3O)cc2)cc1	105	105	92	104	115	104	106	100	105
O=C(O)c1ccc(-c2ccccc2)cc1	116	118	105	96	121	119	108	88	106
CNc1ccc(C(C2=C(O)COC2=O)c2cc(OC)c(OC)c(OC)c2)cc1 (stereo not given)	108	103	103	109	120	101	111	102	115
N#Cc1nc(C(c2ccccc2)c2ccccc2)oc1NCCN1CCCCC1	85	95	99	84	95	94	97	97	91
CN(C)CCC=C1c2ccccc2C(C)(C)c2ccccc21	59	100	66	71	61	78	80	122	77
Clc1ncnc2scc(C3COc4ccccc4O3)c12 (stereo not given)	94	115	96	87	121	109	106	75	93
N#CCCNC=O	98	106	99	93	104	98	110	96	99
CCOC(=O)c1nn(C2CCCCO2)c2ccc(NC(=O)CSc3nc4ccccc4s3)cc12 (stereo not given)	95	·	113	95	96	104	106	96	100
CCOC(=O)N1CCN(CCCCCOc2ccc(CC(C)(C)C)cc2Cl)CC1	88	66	70	79	77	57	59	72	74
CCN(CC)CCCC(C)N=C(Nc1ccccc1)c1ccc(Cl)cc1 (stereo not given)	93	102	101	89	92	99	103	88	88
Cc1ccc(-c2cc(-c3nnc(SCC(=O)N4CCN(c5cc6c(cc5F)c(=O)c(C(=O)O)cn6C5CC5)CC4)o3)c3ccccc3n2)cc1	98	111	109	102	103	111	112	110	111
Nc1nc(-c2nnc(NCc3ccccc3)s2)cs1	113	102	102	110	110	106	·	95	105
CC1=CC[C@@H]2C(C)(C)[C@@H](O)CC[C@@]2(C)[C@@H]1COc1ccc2ccc(=O)oc2c1	98	·	75	33	58	18	41	38	31
COC(=O)Nc1ccccc1	116	105	104	100	104	104	112	99	108
Cc1cc(C)nc(NS(=O)(=O)c2ccc(N/C(N)=N/c3nccc(-c4ccco4)n3)cc2)n1	109	90	98	104	104	107	106	82	104
C[N+](C)(C)CCCSC1=NCCN1	101	101	99	98	110	99	102	93	104
CS(=O)(=O)OCCCCCCCCCCCN1CCOCC1	103	109	99	95	105	102	107	95	101
O=C1CCC(NNC(=S)Nc2ccc(Cl)cc2)N1 (stereo not given)	113	116	96	101	104	105	109	102	108
CO[C@@H](C)Cn1c(=O)n(C)c2cnc3ccc(-c4cncc(C(C)(C)O)c4)cc3c21	5.3*	-37*	-2.1*	15	-26*	-1.1*	8.4*	-13*	-15*
Nc1c(C(=O)Nc2ccccc2)cc(-c2nc3ccccc3s2)c(=O)n1NS(=O)(=O)c1ccc(Cl)cc1	100	93	95	99	88	102	108	80	100
CS(=O)(=O)c1nccc(-c2c(-c3ccc(OCc4ccccc4)cc3)nc3sccn23)n1	96	97	100	90	111	100	102	76	77
c1ccc(-c2cn(-c3ccccc3)c(-c3ccccc3)n2)cc1	83	97	78	98	4.7*	92	13	93	89
COc1cc2c(cc1OCCCCCOc1ccc(-n3c(C)nc4ccccc4c3=O)cc1)N=C[C@@H]1CCCN1C2=O	10	-0.3*	-20*	13	-29*	-15*	-16*	2.0*	-28*
COc1cc(O)c2c(=O)c3c([C@H]4c5c(OC)c(O)c6oc7cc(OC)cc(O)c7c(=O)c6c5[C@@H]5C=C(C)CC(C)(C)[C@H]45)cc(OC)c(O)c3oc2c1	73	91	53	69	80	76	62	70	66
O=S(=O)(O)c1ccc2c(c1)CCC2	112	112	103	106	·	112	112	110	120
Cc1nn(-c2ccc(-c3ccc(OC(F)(F)F)cc3)cc2)c2nc(-c3ccccc3)nc(N)c12	98	108	98	92	99	91	107	88	102
CS(=O)(=O)c1ccc(N2N=C(c3ccc(Oc4ccccc4)cc3)CCC2=O)cc1	96	99	53	89	81	60	77	74	64
C=CCn1c(SCC(=O)Nc2ccc(C(=O)/C=C/c3ccc(OC)cc3)cc2)nnc1-c1c[nH]c2ccccc12	101	108	99	96	95	105	112	95	96
CCN(CC)CCOc1ccc(C(=C(c2ccccc2)C2CCCC2)c2ccc(OCCN(CC)CC)cc2)cc1	38	21	17	6.3*	-40*	97	17	13	35
CC/C=C\C[C@H](O)C/C=C1/C(=O)C=C[C@]1(C)C/C=C\CCCC(=O)OC	93	90	91	106	114	97	109	103	113
COc1ccc(C(=O)CSc2nccc(N3CCOCC3)n2)cc1	87	95	94	92	89	97	91	97	90
COc1ccc(-c2csc(NC3=CC(c4ccc(Cl)cc4)OC3=O)n2)cc1 (stereo not given)	99	87	102	101	99	102	116	98	104
COc1ccc(-n2nnc3c(sc4ncc(Br)cc43)c2=O)cc1	91	105	101	96	108	101	109	97	89
Cc1ccc2c(Cn3cc(COc4ccc5c(c4)NC(=O)CC5)nn3)cc(=O)oc2c1C	93	78	·	69	58	92	77	61	55
Nc1ccc2c(c1)C(=O)NC2=O	93	100	92	95	113	95	105	96	83
CCCCN(CCCC)CCNc1ccc(C)c2sc3ccc([N+](=O)[O-])cc3c(=O)c12	90	92	94	99	90	95	97	79	86
CCn1c(SC/C(=N/O)c2ccc(Cl)cc2)nnc1-c1ccncc1	105	117	110	102	105	110	109	100	107
Cc1nc2ccc(Br)cn2c1-c1nnc(SCc2cccc3ccccc23)o1	114	·	91	97	98	99	109	93	89
CC(=O)O[C@]1(C(C)=O)CC[C@H]2[C@@H]3C[C@@H]4O[C@@]45C[C@@H](O)CC[C@]5(C)[C@H]3CC[C@@]21C	96	106	103	96	118	110	110	98	102
O=C(CN1CCOCC1)Nc1ccc(Cn2nnc3c2C(=O)c2nnn(Cc4ccc(NC(=O)CN5CCOCC5)cc4)c2C3=O)cc1	-22*	0.1*	-21*	-32*	-41*	103	-19*	-27*	-93*
CCc1ccc(C2CC(c3ccc(Cl)cc3)=NN2c2ccc(S(N)(=O)=O)cc2)cc1 (stereo not given)	109	84	69	84	105	113	85	67	80

The results go on:
SMILES	OVCAR-5	SK-OV-3	NCI-H23	SN12C	IGROV1	NCI/ADR-RES	OVCAR-3	NCI-H226	OVCAR-4
CCOC(=O)c1cc2c3ccccc3oc(=O)c2c2nc3ccccc3n12	110	·	97	105	73	97	96	102	95
CCC1(C2CCCC2)NC(=O)NC1=O (stereo not given)	81	112	94	99	98	109	111	101	113
CNc1cc(Nc2ccc(CC(=O)Nc3cccc(C(F)(F)F)c3)cc2)ncn1	116	114	96	104	93	95	100	·	106
CCOC(=O)CC1(C)Nc2ccccc2-c2ccnn21 (stereo not given)	99	99	95	88	90	97	103	86	·
O=C(CCCCCCn1cc(-c2ccc(O[C@H]3OC(CO)[C@@H](O)C(O)[C@@H]3O)cc2)nn1)NO (stereo not given in full)	93	111	105	99	105	100	101	93	102
O=C(Nc1ccccc1[N+](=O)[O-])OC/C=C/c1ccccc1	103	101	115	103	103	106	113	·	106
Nn1c(N/N=C/c2cccc([N+](=O)[O-])c2)n[nH]c1=S	105	114	102	97	104	104	105	101	109
O=C(Cn1cnc2c(cc(-c3ccccc3)n2-c2ccccc2)c1=O)Nc1ccc(F)cc1	101	113	121	110	104	116	108	98	·
COc1c(C(=O)/C=C/c2ccccc2)c(O)cc2occc12	93	84	56	74	·	32	57	65	69
COc1ccc(Cn2cc3c(c2)-c2ncncc2CC3)cc1	108	107	105	99	·	97	118	89	102
Cc1cncc(C(=O)O)c1	102	102	105	104	105	112	118	108	115
Cc1cccc(C(=O)OC(C)C)c1	105	92	95	96	99	104	109	99	102
Brc1ccc(/C=N/Nc2nc3ccccc3s2)cc1	107	99	96	98	85	103	106	97	103
Clc1cccc(Cl)c1CSc1nc2ccccc2n2cccc12	106	89	91	102	76	101	92	99	70
CC(c1ccccc1)n1c(=O)c2cc3c(=O)n(C(C)c4ccccc4)c(=O)c3cc2c1=O (stereo not given)	96	94	101	103	103	101	·	95	107
COc1c2c(c(OC)c3occc13)OC(C)=C1SC(N)=C(C#N)C12 (stereo not given)	98	95	85	100	65	93	115	·	109
CNC(=O)SC1=NS(=O)(=O)c2ccc(Cl)cc2N1	108[100 µM]	107[100 µM]	102[100 µM]	98[100 µM]	101[100 µM]	103[100 µM]	111[100 µM]	97[100 µM]	95[100 µM]
COc1ccc(CNC(=O)Cn2c(-c3cncs3)nc3ccccc32)cc1	101	110	98	103	93	98	108	101	102
O=C(O)CCCn1c(=O)c2sc3ccccc3c2n2nnc(-c3ccccc3)c12	118	93	104	89	·	88	92	89	81
CCOC(=O)CSCc1nc(N)nc(Nc2ccccc2F)n1	97	102	101	99	95	100	108	104	98
N/C(=N\C(N)=N\c1nc2ccccc2s1)c1cccc(Cl)c1	111	98	58	38	76	77	99	86	72
Cc1ccc2[nH]c(=O)cc(-n3nncc3COc3ccc(C=O)cc3)c2c1	101	107	103	106	106	109	102	90	104
Cc1nc2sccn2c1-c1nnc(SCC(=O)O)o1	98	106	102	98	101	98	118	88	96
CC1=NN(C(=O)CSc2nnc3sc4ccccc4n23)C(=O)C1	122	95	102	102	114	99	102	105	110
CN(C)c1ccc2c(c1)OC(N)=C(C#N)C2c1ccc2c(c1)CCCN2C (stereo not given)	78	24	33	·	·	0.7*	3.7*	37	56
CCN1CCN(C(=S)SCC(=O)Nc2nc3ccc(C)cc3s2)CC1	95	102	99	99	72	103	106	·	86
CCOCCOC(=O)c1ccccc1Cl	121	110	102	115	106	108	103	100	104

An excerpt from above in order of SMILES length, ascending.
SMILES	OVCAR-5	SK-OV-3	NCI-H23	SN12C	IGROV1	NCI/ADR-RES	OVCAR-3	NCI-H226	OVCAR-4
CCOC(=O)CSCc1nc(N)nc(Nc2ccccc2F)n1	97	102	101	99	95	100	108	104	98
CC1=NN(C(=O)CSc2nnc3sc4ccccc4n23)C(=O)C1	122	95	102	102	114	99	102	105	110
COc1ccc(CNC(=O)Cn2c(-c3cncs3)nc3ccccc32)cc1	101	110	98	103	93	98	108	101	102
CN(C)c1ccc2c(c1)OC(N)=C(C#N)C2c1ccc2c(c1)CCCN2C (stereo not given)	78	24	33	·	·	0.7*	3.7*	37	56

Limited to IGROV1 and OVCAR-5, for some of the entries so far:
| compound | IGROV1 | OVCAR-5 |
| --- | --- | --- |
| Cc1nc2sccn2c1-c1nnc(SCC(=O)O)o1 | 101 | 98 |
| COc1c2c(c(OC)c3occc13)OC(C)=C1SC(N)=C(C#N)C12 (stereo not given) | 65 | 98 |
| COc1ccc(CNC(=O)Cn2c(-c3cncs3)nc3ccccc32)cc1 | 93 | 101 |

Source: PubChem BioAssay (NCI)
